Screening results from PubChem BioAssay.
rCAG RNA binder: binds r(CAG) RNA repeats. r(CAG) RNA repeat, TO-PRO-1 dye displacement fluorescence. inhibition, % at 3 µM. 1.3% of 370,000 active. AID 651821;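 active means inhibition above the plate cutoff, the mean of all test compounds on that plate plus 3 SD, cut at about 35% in these data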;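 further: 0% = DMSO alone and 100% = 100 µM mitoxantrone as full dye displacement; higher means more dye released from RNA so lower well fluorescence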
TCR CD3 inh: inhibitors of human TCR-CD3 interaction | inhibition, % at 9.4 µM | AID 651800 | TAMRA-labeled TCR probe fluorescence, biochemical | 0.37% of 360,000 active; in the data active means inhibition above about 19%;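 further: recombinant mutant TCR 2C K166C tagged with TAMRA read by polarization; 0% = receptor in buffer alone and 100% = receptor with positive control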
MBD2 inh: MBD2-methylated oligo binding inhibition | inhibition, % at 4.4 µM | AID 686964 | TR-FRET, MBD2 binding to methylated oligonucleotide | 0.31% of 370,000 active; in the data active means inhibition above about 13%
Target sequence (Q9UBB5 whole entry, looked up): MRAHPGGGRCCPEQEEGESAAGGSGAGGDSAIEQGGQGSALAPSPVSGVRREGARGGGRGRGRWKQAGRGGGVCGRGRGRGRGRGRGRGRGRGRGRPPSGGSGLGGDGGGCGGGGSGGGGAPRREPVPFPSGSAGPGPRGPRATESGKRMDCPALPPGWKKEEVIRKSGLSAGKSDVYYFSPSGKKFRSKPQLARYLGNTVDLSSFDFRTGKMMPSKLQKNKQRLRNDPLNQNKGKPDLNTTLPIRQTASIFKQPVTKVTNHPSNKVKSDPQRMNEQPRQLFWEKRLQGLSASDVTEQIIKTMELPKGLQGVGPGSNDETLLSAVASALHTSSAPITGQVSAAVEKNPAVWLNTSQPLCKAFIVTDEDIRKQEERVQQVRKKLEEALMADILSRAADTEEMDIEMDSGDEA
Rev-erbA mod: Rev-erb alpha (human) modulation; P20393; Rev-erbα–FITC-DNA binding, fluorescence polarization, 90 min; activity, % at 10 µM; 0.79% of 370,000 active;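 active means activity above about 14%, limit read from the data; passing the limit was not always enough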;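 further: 0% = DMSO wells with 35 nM protein and 100% = DMSO wells with 750 nM protein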
HTRA1 inhibitor: blocks human HTRA1 serine peptidase; Q92743; 0.5% of 340,000 active; inhibition, % at 5.96 µM; recombinant HTRA1, FP-rhodamine activity-based probe, fluorescence polarization; in the data active means inhibition above about 36%;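 further: 0% = enzyme with DMSO and 100% = wells lacking enzyme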
UHRF1 binding: UHRF1 methyl-DNA binding inhibition | Q96T88 | AID 687016 | 0.75% of 370,000 active | inhibition, % at 4.4 µM | UHRF1 binding to methylated oligo, TR-FRET; in the data active means inhibition above about 21%;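 further: UHRF1 SRA domain binding a hemimethylated CpG hairpin DNA probe; 0% = median of test compound wells and 100% = reference inhibitor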
ABHD4 inh: ABHD4 (mouse) inhibition, primary FP screen; Q8VD66; purified mABHD4, FP-Rh probe fluorescence polarization; inhibition, % at 8.92 µM; 0.54% of 370,000 active;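 active means inhibition exceeding the mean over every tested compound plus 3 SD, cut at about 30% in these data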;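 further: 0% = plate median of compound wells and 100% = S159A mutant with DMSO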
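Material: mouse ABHD4 enzyme, wild type; Benchmarks: S159A mutant high control, sample median low control; Buffer or medium: HEPES pH 7.0, NaCl, Pluronic buffer; Signal: fluorescence polarization; Read-out: percent inhibition of probe binding, normalized to plate controls; Timing: pre-incubation 45 min, probe exposure 60 min, at 25 °C; Dosing: 8.92 µM, single dose.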
PRMT1 inh: blocks human protein arginine methyltransferase 1; Q99873; recombinant PRMT1, activity-based probe fluorescence polarization; AID 652257; 1.3% of 370,000 active; inhibition, % at 2.79 µM;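 active means inhibition above about 21% made by adding two undisclosed values, limit read from the data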
Target sequence (Q99873 whole entry, looked up): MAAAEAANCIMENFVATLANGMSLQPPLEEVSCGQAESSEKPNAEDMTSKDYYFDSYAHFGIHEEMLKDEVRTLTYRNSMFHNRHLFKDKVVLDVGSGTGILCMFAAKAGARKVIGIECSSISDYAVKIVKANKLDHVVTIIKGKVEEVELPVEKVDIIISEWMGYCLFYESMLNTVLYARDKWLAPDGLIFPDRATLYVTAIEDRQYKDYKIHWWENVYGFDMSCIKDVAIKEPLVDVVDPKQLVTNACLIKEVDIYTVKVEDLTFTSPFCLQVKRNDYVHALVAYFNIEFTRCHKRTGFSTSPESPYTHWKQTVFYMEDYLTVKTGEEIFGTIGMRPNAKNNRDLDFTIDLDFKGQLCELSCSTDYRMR
LEDGF integ inh: blocks HIV-1 LEDGF/p75-dependent DNA integration | inhibition, % at 3.7 µM | 0.64% of 370,000 active | AID 743269 | TR-FRET IN-LEDGF/p75 DNA integration, Eu/Cy5;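 active means inhibition above the screen-wide mean plus 3 SD, cut at about 13% in these data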;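 further: signal is the Cy5 over europium emission ratio at 671 and 618 nm; 0% = plate median of compound wells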
PG9 Ab binder: small molecules binding HIV-1 gp120 antibody PG9. 0.43% of 360,000 active. TR-FRET gp120-PG9 antibody binding. inhibition, % at 6.7 µM. AID 624416; in the data active means inhibition above about 8.5%
Active calls of the source: *. Not all compounds are listed, so the mix of outcomes need not match the whole.

How did CN1CCN(NC(=O)c2cc(-c3cccc(Cl)c3)nc3ccccc23)CC1 do in these assays?
rCAG RNA binder: -3; TCR CD3 inh: -5; MBD2 inh: 1; Rev-erbA mod: -3; HTRA1 inhibitor: -2; UHRF1 binding: 0; ABHD4 inh: 9; PRMT1 inh: 2; LEDGF integ inh: -1; PG9 Ab binder: 0.2

Results for Cc1ccccc1-c1n[nH]nc1C1=CC(=O)C[C@H](c2ccc(F)cc2)C1 ?
rCAG RNA binder: 15; TCR CD3 inh: 3; MBD2 inh: -2; Rev-erbA mod: 0; HTRA1 inhibitor: -4; UHRF1 binding: -1; ABHD4 inh: -8; PRMT1 inh: 2; LEDGF integ inh: 4; PG9 Ab binder: 1.9

What do the screens show for `Cc1oc(-c2ccccc2F)nc1CS(=O)CC(=O)NCc1ccc(Cl)cc1` (stereo not drawn)?
rCAG RNA binder: -4; TCR CD3 inh: 0; MBD2 inh: -7; Rev-erbA mod: 4; HTRA1 inhibitor: -13; UHRF1 binding: -1; ABHD4 inh: -4; PRMT1 inh: -1; LEDGF integ inh: -2; PG9 Ab binder: -2.4

How did CCCCCC(=O)NC(Cc1ccc(OC)c([N+](=O)[O-])c1)C(=O)O (stereo not drawn) do in these assays?
rCAG RNA binder: -2; TCR CD3 inh: -3; MBD2 inh: -2; Rev-erbA mod: 0; HTRA1 inhibitor: -2; UHRF1 binding: 1; ABHD4 inh: -4; PRMT1 inh: 3; LEDGF integ inh: -2; PG9 Ab binder: 1.1

How did CCOc1cccc(NC(=O)c2cnccc2C(F)(F)F)c1 do in these assays?
rCAG RNA binder: -3; TCR CD3 inh: 5; MBD2 inh: -3; Rev-erbA mod: 0; HTRA1 inhibitor: 11; UHRF1 binding: -1; ABHD4 inh: -2; PRMT1 inh: -3; LEDGF integ inh: 0; PG9 Ab binder: -0.9

How did O=C(CSc1nnc(-c2cccs2)n1Cc1ccccc1)N1CCc2ccccc2C1 do in these assays?
rCAG RNA binder: -1; TCR CD3 inh: 0; MBD2 inh: 7; Rev-erbA mod: -8; HTRA1 inhibitor: -6; UHRF1 binding: 0; ABHD4 inh: -19; PRMT1 inh: 3; LEDGF integ inh: -1; PG9 Ab binder: 0.2

Results for O=C(/C=C/c1ccccc1)OCC(=O)c1ccc[nH]1 ?
rCAG RNA binder: 2; TCR CD3 inh: 0; MBD2 inh: -8; Rev-erbA mod: -1; HTRA1 inhibitor: -13; UHRF1 binding: -2; ABHD4 inh: -9; PRMT1 inh: 1; LEDGF integ inh: -1; PG9 Ab binder: -2.1

How did O=[N+]([O-])c1cc(-c2ccc(C(=S)N3CCOCC3)o2)ccc1Cl do in these assays?
rCAG RNA binder: 16; TCR CD3 inh: -2; MBD2 inh: -5; Rev-erbA mod: 2; HTRA1 inhibitor: 12; UHRF1 binding: -9; ABHD4 inh: 19; PRMT1 inh: 44*; LEDGF integ inh: 2; PG9 Ab binder: -0.6

Results for CC(=O)c1ccc(NC(=O)c2noc(C(C)C)c2[N+](=O)[O-])cc1 ?
rCAG RNA binder: 0; TCR CD3 inh: 1; MBD2 inh: -2; Rev-erbA mod: -4; HTRA1 inhibitor: 2; UHRF1 binding: 1; ABHD4 inh: 3; PRMT1 inh: 2; LEDGF integ inh: 0; PG9 Ab binder: -0.4

Results for COCCN(C(=O)COC(=O)C12CC3CC(CC(Cl)(C3)C1)C2)c1c(N)n(Cc2ccccc2)c(=O)[nH]c1=O ?
rCAG RNA binder: -2; TCR CD3 inh: -4; MBD2 inh: -2; Rev-erbA mod: -6; HTRA1 inhibitor: -4; UHRF1 binding: 1; ABHD4 inh: 1; PRMT1 inh: -3; LEDGF integ inh: 4; PG9 Ab binder: -1.2

How did CCOC(=O)c1cnc(-c2ccccc2)nc1Oc1cccc(Cl)c1 do in these assays?
rCAG RNA binder: -2; TCR CD3 inh: -1; MBD2 inh: 4; Rev-erbA mod: 5; HTRA1 inhibitor: -1; UHRF1 binding: -1; ABHD4 inh: 6; PRMT1 inh: -1; LEDGF integ inh: -3; PG9 Ab binder: -0.8

Results for CC(C)C[C@H](NC(=O)NCc1ccc(F)cc1)C(=O)O ?
rCAG RNA binder: -1; TCR CD3 inh: -7; MBD2 inh: 0; Rev-erbA mod: 0; HTRA1 inhibitor: 0; UHRF1 binding: 1; ABHD4 inh: -3; PRMT1 inh: 2; LEDGF integ inh: 1; PG9 Ab binder: 0.2

What do the screens show for `COc1cc(CNCc2cc(OC)ccc2OC)cc(OC)c1`?
rCAG RNA binder: 1; TCR CD3 inh: -7; MBD2 inh: -1; Rev-erbA mod: -2; HTRA1 inhibitor: 0; UHRF1 binding: 6; ABHD4 inh: 8; PRMT1 inh: 7; LEDGF integ inh: 1; PG9 Ab binder: 1.4

How did c1ccc2c(c1)CC(N1CCCCC1)c1ccccc1S2 (stereo not drawn) do in these assays?
rCAG RNA binder: 0; TCR CD3 inh: -3; MBD2 inh: -2; Rev-erbA mod: -2; HTRA1 inhibitor: -2; UHRF1 binding: -2; ABHD4 inh: -1; PRMT1 inh: -7; LEDGF integ inh: 4; PG9 Ab binder: 0.5

Results for O=C(COC(=O)c1cc(NS(=O)(=O)c2cccs2)ccc1O)Nc1ccccc1 ?
rCAG RNA binder: 13; TCR CD3 inh: 4; MBD2 inh: 0; Rev-erbA mod: 1; HTRA1 inhibitor: -19; UHRF1 binding: 6; ABHD4 inh: -9; PRMT1 inh: 0; LEDGF integ inh: 2; PG9 Ab binder: -1.8

Overlap with the part before: 2 entries, followed by the next part.
How did c1ccc2c(c1)CC(N1CCCCC1)c1ccccc1S2 (stereo not drawn) do in these assays?
rCAG RNA binder: 0; TCR CD3 inh: -3; MBD2 inh: -2; Rev-erbA mod: -2; HTRA1 inhibitor: -2; UHRF1 binding: -2; ABHD4 inh: -1; PRMT1 inh: -7; LEDGF integ inh: 4; PG9 Ab binder: 0.5

Results for O=C(COC(=O)c1cc(NS(=O)(=O)c2cccs2)ccc1O)Nc1ccccc1 ?
rCAG RNA binder: 13; TCR CD3 inh: 4; MBD2 inh: 0; Rev-erbA mod: 1; HTRA1 inhibitor: -19; UHRF1 binding: 6; ABHD4 inh: -9; PRMT1 inh: 0; LEDGF integ inh: 2; PG9 Ab binder: -1.8

Results for CC(=O)NC(CSC(CC(=O)c1ccco1)c1ccc(C)cc1)C(=O)O (stereo not drawn) ?
rCAG RNA binder: -1; TCR CD3 inh: 4; MBD2 inh: 6; Rev-erbA mod: -1; HTRA1 inhibitor: 2; UHRF1 binding: -4; ABHD4 inh: 2; PRMT1 inh: 10; LEDGF integ inh: -3; PG9 Ab binder: 1.7

What do the screens show for `CC(C)N(C(=O)Cn1cc(S(=O)(=O)CC(=O)NCc2ccc(F)cc2)c2ccccc21)C(C)C`?
rCAG RNA binder: -8; TCR CD3 inh: 4; MBD2 inh: 0; Rev-erbA mod: -3; HTRA1 inhibitor: 9; UHRF1 binding: 0; ABHD4 inh: 4; PRMT1 inh: -3; LEDGF integ inh: 0; PG9 Ab binder: -1.7

Results for CCCOC(=O)C1=C(C)NC2=C(C(=O)CC(C)(C)C2)C1c1ccc(N(C)C)cc1 (stereo not drawn) ?
rCAG RNA binder: -5; TCR CD3 inh: 0; MBD2 inh: 0; Rev-erbA mod: 1; HTRA1 inhibitor: -5; UHRF1 binding: -2; ABHD4 inh: 2; PRMT1 inh: -2; LEDGF integ inh: -1; PG9 Ab binder: -3.3

What do the screens show for `Cc1ccc(S(=O)(=O)N(CC(=O)NCc2cccs2)c2ccccc2)cc1`?
rCAG RNA binder: -3; TCR CD3 inh: 1; MBD2 inh: 0; Rev-erbA mod: -1; HTRA1 inhibitor: -7; UHRF1 binding: 4; ABHD4 inh: -10; PRMT1 inh: 6; LEDGF integ inh: -2; PG9 Ab binder: 3.0

What do the screens show for `CCn1c(C)cc(O)c(C(=O)Nc2cccc(Cl)c2)c1=O`?
rCAG RNA binder: 0; TCR CD3 inh: -10; MBD2 inh: -1; Rev-erbA mod: 1; HTRA1 inhibitor: -9; UHRF1 binding: 0; ABHD4 inh: -1; PRMT1 inh: 3; LEDGF integ inh: 0; PG9 Ab binder: 0.1

Results for CS(=O)(=O)N1CCC(C(=O)Nc2cccc(Cl)c2)CC1 ?
rCAG RNA binder: -4; TCR CD3 inh: 4; MBD2 inh: 3; Rev-erbA mod: 4; HTRA1 inhibitor: 4; UHRF1 binding: 5; ABHD4 inh: 2; PRMT1 inh: 2; LEDGF integ inh: -6; PG9 Ab binder: 0.6

What do the screens show for `O=C(O)c1ccccc1C(=O)NCCCCCCNC(=O)c1ccccc1C(=O)O`?
rCAG RNA binder: 3; TCR CD3 inh: -4; MBD2 inh: -4; Rev-erbA mod: 2; HTRA1 inhibitor: 0; UHRF1 binding: 1; ABHD4 inh: 4; PRMT1 inh: 9; LEDGF integ inh: -6; PG9 Ab binder: -0.2

How did COc1ccc(N2CCN(C(=O)CNC(=O)c3cn(-c4ccccc4OC)c(=O)c4ccccc34)CC2)cc1 do in these assays?
rCAG RNA binder: -1; TCR CD3 inh: 2; MBD2 inh: 2; Rev-erbA mod: 0; HTRA1 inhibitor: 2; UHRF1 binding: -2; ABHD4 inh: 0; PRMT1 inh: -1; LEDGF integ inh: 2; PG9 Ab binder: -1.9

Results for Cc1ccc(C)c(N(C(=O)CS(=O)CC(=O)Nc2ccc3c(c2)OCO3)C(C)C(=O)NC2CCCC2)c1 (stereo not drawn) ?
rCAG RNA binder: -9; TCR CD3 inh: 6; MBD2 inh: 2; Rev-erbA mod: -2; HTRA1 inhibitor: 2; UHRF1 binding: 0; ABHD4 inh: 2; PRMT1 inh: -1; LEDGF integ inh: -2; PG9 Ab binder: -2.1

What do the screens show for `Cc1ccc(NC2CCCN(C(=O)CCc3cn[nH]c3)C2)cc1C` (stereo not drawn)?
rCAG RNA binder: -5; TCR CD3 inh: 1; MBD2 inh: 0; Rev-erbA mod: 2; HTRA1 inhibitor: 4; UHRF1 binding: -1; ABHD4 inh: -3; PRMT1 inh: 1; LEDGF integ inh: -3; PG9 Ab binder: -1.9

How did COc1ccc(OCCCC(=O)N2CCN(S(=O)(=O)c3cccc(F)c3)CC2)cc1 do in these assays?
rCAG RNA binder: -5; TCR CD3 inh: -6; MBD2 inh: 1; Rev-erbA mod: 0; HTRA1 inhibitor: 4; UHRF1 binding: 3; ABHD4 inh: 1; PRMT1 inh: -1; LEDGF integ inh: 1; PG9 Ab binder: -2.4

Results for C#Cc1ccc([C@H]2C=C(C(=O)OCC=C)O[C@@H](OCCCCO)C2)cc1 ?
rCAG RNA binder: 10; TCR CD3 inh: 0; MBD2 inh: -3; Rev-erbA mod: -2; HTRA1 inhibitor: -24; UHRF1 binding: 1; ABHD4 inh: 0; PRMT1 inh: 0; LEDGF integ inh: 4; PG9 Ab binder: 1.4
